Compound activity: PubChem BioAssay, several laboratories
DAX1 inh-1 = inhibitors of human orphan nuclear receptor DAX1 (NR0B1). HEK293 Gal4-DAX1 luciferase reporter, luminescence. actives 0.99% (n = 340,000). AID 504766. inhibition, % at 6.75 µM. P51843;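 active = inhibition above the mean over all tested compounds plus 3 SD, cut at about 4.2% in these data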;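 note: 0% = DAX1-transfected cells with DMSO and 100% = empty-vector control cells with DMSO; inhibition shows as a rise in luminescence from relieved DAX1 repression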
Target sequence (P51843 207-470 limits assumed): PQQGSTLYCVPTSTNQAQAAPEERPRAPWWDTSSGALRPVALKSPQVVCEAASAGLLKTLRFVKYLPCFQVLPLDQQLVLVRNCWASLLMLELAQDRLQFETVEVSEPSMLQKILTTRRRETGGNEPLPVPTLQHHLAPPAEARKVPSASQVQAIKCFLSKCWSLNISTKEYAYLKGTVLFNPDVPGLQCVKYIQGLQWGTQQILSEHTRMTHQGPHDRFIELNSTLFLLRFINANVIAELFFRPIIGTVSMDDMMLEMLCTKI
hcDAF12 agonist = activators of H. contortus DAF-12 nuclear receptor; HEK293 hcDAF-12 lit1-tk-luc reporter, luminescence; 0% DMSO, 100% Δ7-dafachronic acid; activation, % at 6.8 µM; actives 1.4% (n = 370,000);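 active = activation above the mean of all tested compounds plus 3 SD, cut at about 5.5% in these data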;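 note: 100% = response to 3 µM Δ7-dafachronic acid high control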
DAX1 inh-2 = inhibitors of DAX1 repression of SF-1 activated StAR promoter; HEK293T StAR-luciferase reporter, SF-1/DAX-1 repression relief; inhibition, % at 6.8 µM; actives 1.1% (n = 370,000); AID 652010;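 active = inhibition above the mean over all tested compounds plus 3 SD, cut at about 3.6% in these data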;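 note: 0% = DAX-1 cells with DMSO and 100% = cells lacking DAX-1 with DMSO; higher inhibition means more luminescence from relief of DAX-1 repression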
ssDAF12 agonist = activates DAF-12 receptor from parasite S. stercoralis. HEK293 ssDAF-12/GRIP1 lit1-tk-luc reporter, luminescence; % of 3 µM dafachronic acid response. actives 1% (n = 370,000). AID 652126. activation, % at 6.8 µM;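 active = activation above the mean over all tested compounds plus 3 SD, cut at about 0.9% in these data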;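 note: 0% = DMSO-only wells and 100% = 3 µM delta7-dafachronic acid wells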
FXN GAA850 act = increases GAA850 frataxin promoter reporter activity. AID 540364. activation, % at 6 µM. HEK293 lucGAA850 FXN promoter luciferase reporter, 24 h; percent of 10 µM SAHA response. actives 0.56% (n = 360,000);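 active = activation above the average of all compounds screened plus 3 SD, cutoff fixed separately per campaign, cut at about 7.5% in these data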;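 note: 0% = DMSO wells and 100% = 10 µM SAHA wells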
ADAM17 inh = inhibits human ADAM17; P78536; recombinant ADAM17, EDANS/DABCYL FRET peptide cleavage; inhibition, % at 6.95 µM; actives 0.83% (n = 370,000); AID 720648;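 active = inhibition above the mean of compounds lying between control limits plus 3 SD, set per campaign, cut at about 8.5% in these data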;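 note: 0% = DMSO-only wells as the low control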
Target sequence (P78536 215-824 limits assumed): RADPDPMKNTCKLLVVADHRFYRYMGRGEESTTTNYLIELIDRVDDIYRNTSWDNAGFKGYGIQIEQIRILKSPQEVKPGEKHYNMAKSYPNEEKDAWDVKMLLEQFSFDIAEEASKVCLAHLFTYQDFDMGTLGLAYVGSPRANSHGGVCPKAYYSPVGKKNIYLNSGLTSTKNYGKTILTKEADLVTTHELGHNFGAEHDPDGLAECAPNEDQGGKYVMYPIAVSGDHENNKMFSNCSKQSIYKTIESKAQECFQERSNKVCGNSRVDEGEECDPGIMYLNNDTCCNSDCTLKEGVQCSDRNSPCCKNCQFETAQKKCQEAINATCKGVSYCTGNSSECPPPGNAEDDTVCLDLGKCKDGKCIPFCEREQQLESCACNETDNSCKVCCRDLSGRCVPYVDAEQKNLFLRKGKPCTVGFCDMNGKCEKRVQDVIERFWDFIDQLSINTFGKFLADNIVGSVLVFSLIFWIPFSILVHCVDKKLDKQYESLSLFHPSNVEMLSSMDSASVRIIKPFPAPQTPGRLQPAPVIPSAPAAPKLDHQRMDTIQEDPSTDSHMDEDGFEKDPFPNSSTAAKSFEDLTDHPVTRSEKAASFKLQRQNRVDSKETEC
ADAM10 inh = ADAM10 inhibition, QFRET primary screen | O14672 | recombinant ADAM10, EDANS/DABCYL FRET peptide cleavage, 3 h | inhibition, % at 7 µM | actives 0.62% (n = 370,000) | AID 720582;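 active = inhibition above a per-campaign cutoff equal to the mean of compounds falling between control-based bounds plus 3 SD, cut at about 20% in these data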;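 note: 0% = DMSO wells while the 100% control is not disclosed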
PG9 Ab binder = small molecules binding HIV-1 gp120 antibody PG9. inhibition, % at 6.7 µM. actives 0.43% (n = 360,000). AID 624416. TR-FRET gp120-PG9 antibody binding; in the data active = inhibition above about 8.5%
GC-A act = GC-A (human) enzyme activation. P16066. HEK293 GC-A cells, cGMP TR-FRET, EC30 ANP; 0% at EC30 ANP, 100% saturating ANP. activation, % at 10 µM. actives 0.14% (n = 370,000); in the data active = activation above about 40%
SMARCA2 activ = activators of SMARCA2 function; actives 1% (n = 370,000); MG213 cells, MMTV-luciferase reporter, dexamethasone, overnight; AID 652017; activation, % at 9.1 µM; in the data active = activation above about 7.8%;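 note: 0% = vehicle wells and 100% = reference activator wells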
hgDAF12 agonist = hgDAF-12 agonism, primary luciferase screen. HEK293 GAL4-hgDAF12 UAS-luciferase reporter, agonist luminescence; normalized to butyrate control. actives 1.8% (n = 370,000). activation, % at 6.8 µM;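 active = activation above a cutoff set at the mean of all screened compounds plus 3 SD, cut at about 10% in these data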;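 note: 0% = DMSO wells and 100% = sodium butyrate wells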
* hit, by the source's call; x = no result given.

Values in the order: DAX1 inh-1, hcDAF12 agonist, DAX1 inh-2, ssDAF12 agonist, FXN GAA850 act, ADAM17 inh, ADAM10 inh, PG9 Ab binder, GC-A act, SMARCA2 activ, hgDAF12 agonist
COCCn1c(SCC(=O)Nc2nc(C)c(Cl)cc2Cl)nc2ccccc21
→ 0.6, -0.6, -0.5, -0.1, 1.3, -1.9, -0.9, 0.3, 1.2, -2.6, 1.3
COc1ccc(-c2csc(NC(=O)C3CC(=O)N(Cc4ccccc4)C3)n2)cc1OC (stereo not drawn)
→ -1.1, -2.4, -3.4, -1.7, -1.2, -1.8, -2.5, -0.1, 0.8, -3.6, -1.9
CCOC(=O)c1ccc(S(=O)(=O)N2CCC(C(=O)O)CC2)cc1
→ -0.2, -1.3, -0.1, -0.4, -3.2, -2.5, 1.9, 0.1, 2.8, 0.9, 2.0
c1ccc(CCNc2ncnc3nc[nH]c23)cc1
→ 1.2, -1.4, -0.2, -0.9, 1.6, 0.7, 3.2, -2.0, 1.6, 0.8, 1.1
COc1ccccc1Nc1ccc(NS(=O)(=O)c2ccc(C(C)=O)cc2)cc1
→ -0.5, -1.8, 0.0, -1.0, 0.5, 5.7, 16.3, -1.4, -2.9, -2.7, -1.2
Cc1ccc(/C=C/c2onc(C)c2S(=O)(=O)N2CCC(C(=O)N3CCN(C)CC3)CC2)cc1
→ -0.9, -2.4, 0.3, -1.1, 1.2, 0.7, -2.6, -0.5, 1.3, -1.6, -1.3
CCCCCCSc1ccc([C@H]2N[C@@](C)(C(=O)OC)[C@H]3C(=O)N(C)C(=O)[C@@H]23)cc1
→ -2.6, -1.3, -0.7, -0.8, -2.0, 4.8, 8.3, -1.7, 1.1, 1.6, 1.8
COc1ccc(-c2csc(C(NC(C)=O)c3cccc(F)c3)n2)cc1 (stereo not drawn)
→ x, -0.7, 0.2, -1.3, 1.0, -1.8, -0.4, 0.1, -1.7, -3.5, 0.7
ClCc1csc(-c2ccccc2Cl)n1
→ -1.0, 0.7, 0.5, -1.9, 4.0, -0.2, -0.2, 2.8, 8.9, 4.2, 0.8
O=S(=O)(Nc1cccc(S(=O)(=O)N2CCCC2)c1)c1cccc(Br)c1
→ -0.5, 0.5, -1.9, -0.9, 1.1, 0.3, -13.0, 2.3, 4.1, -1.2, 0.3
CCOc1ccc(NC(=O)N(CCN2CCOCC2)Cc2ccc3c(c2)CCCN3CC)cc1
→ 2.5, -0.6, 0.4, -1.1, 2.4, 1.0, -18.6, -3.3, -7.8, -0.9, -0.3
CC(C)C(C)(C#N)NC(=O)CSc1ncnc2sc(-c3ccccc3)cc12 (stereo not drawn)
→ -0.5, -3.0, -1.1, -1.6, -3.9, -0.8, -9.3, -1.5, x, -1.1, -1.2
CN(CC(=O)NCCN1CCOCC1)S(=O)(=O)c1ccc(Cl)cc1
→ -1.8, 1.2, -0.2, -1.1, 1.0, 3.0, -7.7, -0.1, -2.2, -4.7, 1.0
O=C(NCCN1CCOCC1)c1cccc2c1C(=O)c1ccc(N3CCCC3)cc1S2(=O)=O
→ 0.2, -0.9, 0.0, -0.5, 1.3, 0.0, -3.1, -2.2, 0.1, -0.3, 0.2
Cc1ccc(NC2=NC(c3ccccc3)n3c(nc(C)cc3=O)N2)cc1 (stereo not drawn)
→ 0.8, -0.9, 0.1, -1.4, -3.4, -8.9, -2.5, -0.8, 4.2, -1.1, -0.2
COc1cc(C(=S)N2CCOCC2)ccc1OS(=O)(=O)c1ccc(Cl)cc1
→ 0.4, -0.8, 0.2, -1.2, 0.5, -1.6, 5.9, -0.9, -0.9, 1.6, -0.7
OC(CCN1CCCCC1)(c1ccccc1)c1ccccc1
→ -1.2, -0.5, 0.8, -0.9, -0.9, -3.5, 1.6, 0.3, -9.7, -5.1, 7.1
Cc1csc(NC(=O)c2ccccc2C(=O)O)n1
→ 0.5, 1.4, 0.3, -1.6, 3.9, 0.2, 1.0, -1.3, 0.2, 4.1, 0.2
O=C(O)[C@H](Cc1ccccc1)N1C(=O)c2ccncc2C1=O
→ 0.4, 0.3, -0.6, -1.1, -1.1, -5.5, -6.1, 4.7, 0.1, -1.7, -0.3
COc1ccccc1Nc1nc(N)nc(CSc2nc(C)cc(C)n2)n1
→ 0.4, -1.7, 0.1, -0.9, 4.6, -3.9, -8.6, -0.3, 1.7, -0.8, -1.1
O=C1C(O)=CC(=C(c2ccccc2)c2ccccc2)c2ccccc21
→ -2.9, -1.6, -2.1, -1.1, 2.1, -26.4, -97.5, -0.8, -9.6, -5.5, -4.6
CCN(C(=O)CSc1nnnn1C)C1CCCCC1
→ -0.6, -1.2, 0.4, -1.5, -0.8, -1.3, -0.6, -1.9, 1.9, -0.7, 2.0
COc1ccc(NC(=S)N2CCC(Cc3ccccc3)CC2)cc1OC
→ 0.1, -1.9, -0.7, -1.0, -1.0, -0.1, -1.3, -2.6, -0.4, -1.1, -0.9
Cc1cc(F)ccc1S(=O)(=O)Nc1ccc(C(=O)N(C)Cc2ccco2)cc1
→ 0.5, -2.7, 0.8, -0.9, -1.6, 3.1, 5.3, -0.3, -1.9, 3.8, -1.9
O=C(NCc1cccc(C(F)(F)F)c1)C1CC(c2c(Cl)cccc2Cl)=NO1 (stereo not drawn)
→ 0.0, -1.9, -0.7, -2.0, -3.2, 1.6, 11.9, 0.3, 0.4, -0.8, -2.1
CCOC(=O)CSc1ccc(S(=O)(=O)N(CC)CC)cc1[N+](=O)[O-]
→ 1.4, -1.3, -0.5, -1.6, 0.6, 1.0, -2.5, 0.1, -0.7, 1.6, 1.2
O=C(Cn1c(=O)c(=O)n(Cc2ccccc2)c2ccc(Cl)cc21)Nc1cccc(F)c1
→ 0.9, -0.6, 0.3, -0.2, -0.2, 3.5, 6.3, 5.2, 9.8, 0.6, 25.9*
COCCn1c(SCC(=O)c2ccc(F)cc2)nnc1C(C)C
→ -0.8, -0.8, 0.7, -0.7, 1.0, -2.6, 3.1, -1.6, 0.7, 4.1, 0.1
COc1ccnc(Oc2cc(Cl)cc(Cl)c2)c1C#N
→ x, -2.4, 0.9, -1.3, 3.1, -2.6, -2.1, 3.1, 0.1, 2.9, 2.0
NS(=O)(=O)c1cc(C(=O)O)c(NCc2ccco2)cc1Cl
→ -0.3, -0.2, 0.6, -1.2, 0.5, -7.9, -10.2, -0.2, 3.0, -0.8, 1.0
O=C(Nc1cnccc1C(F)(F)F)NC1CCCCC1
→ 2.3, -0.5, -0.1, -1.4, 1.1, -6.1, -4.2, 2.0, 3.5, -2.2, 4.7
Nc1[nH]n(-c2ccccc2)c(=O)c1N=Nc1ccc2c(c1)OCCO2
→ -1.1, 9.4*, 5.0*, 2.1*, 1.7, -1.4, 7.0, -4.3, 3.9, 3.2, 15.3*
CC12CCC(=O)N1C(C(=O)Nc1nc(-c3ccc(F)c(F)c3)cs1)CS2 (stereo not drawn)
→ -0.2, -1.2, 0.6, -1.4, 2.6, -6.0, -9.9, 0.7, 42.9*, -1.6, -2.2
CC(C)(C)OC(=O)CC[C@@H](C(=O)N1CCN(C(=O)OC(C)(C)C)CC1)n1cc(C(CO)NC(=O)OC(C)(C)C)nn1 (stereo partly drawn)
→ -0.3, -0.4, -0.3, -0.9, -2.3, -4.0, -3.9, -0.1, 3.6, 1.8, -0.8
COc1cc(-c2nnc(SCC3(c4ccc(Br)cc4)OCCO3)o2)cc(OC)c1OC
→ 1.5, -0.8, 0.7, -0.6, 0.4, -1.6, -7.8, -0.8, -1.3, 2.4, 1.8
CC(=O)N/C(=C\c1ccccc1)C(=O)OCc1ccccc1
→ 0.5, 0.0, -0.5, -0.4, -0.3, 1.6, 5.8, 1.4, -0.2, -0.9, 1.2
CC(C)CC(=O)Nc1nnc(S(=O)(=O)N2CCCCCC2)s1
→ 0.3, -1.0, 0.7, -1.8, 1.7, -1.9, -3.4, -1.4, 4.4, 0.5, 1.6
CCNc1ccc(C(=O)OCC(=O)N(Cc2ccccc2)C(C)(C)C)cc1[N+](=O)[O-]
→ -0.5, 4.5, 0.5, 0.3, 1.8, -1.0, -4.8, -2.8, -4.7, -0.2, 1.5
CN1CCN(S(=O)(=O)c2ccc(NC(=O)C3CCCCC3)cc2)CC1
→ -0.5, 0.2, -0.2, -1.2, 1.2, -3.4, -0.9, 0.4, -1.0, 0.9, 0.0
C[C@H](NC(=O)c1ccco1)C(=O)Nc1ccc(S(=O)(=O)N2CCCC2)cc1
→ 0.6, -2.5, -0.6, 0.4, 1.1, -4.3, 8.2, 1.2, 4.5, 3.3, 2.2
O=C(Cc1sc(-c2ccccc2Cl)nc1-c1ccccc1)Nc1ccccc1
→ 0.6, -0.9, 0.3, -0.8, -2.2, -2.7, 10.8, -0.3, 0.8, -0.1, 0.6
O=C(Cc1ccccc1)NN1C(=O)C2C3C=CC(C3)C2C1=O (stereo not drawn)
→ 1.3, -1.2, 0.3, -1.3, 0.0, 2.2, -2.3, -1.1, 0.6, 1.2, -1.6
N#C/C(=C\c1ccc(Sc2ccc(Cl)cc2)o1)c1nc2ccccc2[nH]1
→ -0.5, 1.4, -0.1, 0.2, 4.8, -4.5, -14.3, -0.7, 3.5, -2.6, -1.4
Cc1ccc(S(=O)(=O)Cn2nnnc2CN2CCOCC2)cc1
→ 0.9, -1.5, -0.3, -1.5, -0.4, -1.5, -1.9, 0.6, 1.2, -1.5, 0.1
COC(=O)CCC(=O)NC1CC(C)(C)Cc2c1cnn2-c1ccccc1 (stereo not drawn)
→ 2.1, -0.5, -0.4, -1.8, 0.6, -2.7, 4.8, -0.5, -3.9, 1.6, 0.9
Cc1ccc2c(c1)C=CC(C#N)N2C(=O)c1ccccc1 (stereo not drawn)
→ -1.7, -2.6, -1.9, -1.6, -4.6, -0.3, 0.9, -0.1, -11.1, 1.2, 2.2
O=C(O)c1ccc2c(c1)ncn2C1CCCCC1
→ -0.6, -1.5, -0.2, -0.5, 0.1, -4.6, 1.2, 0.3, 1.8, 4.6, -1.3
